Source: PubChem
Tau ThT inhib = qHTS for Inhibitors of Tau Fibril Formation, Thioflavin T Binding; Potency, µM (highest dose often 57.4 µM), without a hit: at the top dose activity, negative = inhibition, usual class: inhibitors; 270,000 tested, 2.1% active; recombinant tau K18 P301L, heparin-induced fibrillization, ThT fluorescence; Microtubule-associated protein tau (Homo sapiens), P10636; AID 1460, 2008; also: nearly all actives have a fitted effect of over 55% in size
Target sequence (P10636 561-689 P618L limits assumed): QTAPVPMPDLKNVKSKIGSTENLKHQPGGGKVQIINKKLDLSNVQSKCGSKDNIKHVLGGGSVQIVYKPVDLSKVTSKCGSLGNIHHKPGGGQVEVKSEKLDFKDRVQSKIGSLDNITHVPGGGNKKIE
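ThT emission at 510 nm, taken 1 hr after adding 30 uM dye, quantifies aggregates formed when 20 uM heparin acts on human tau K18 P301L for 6 hr at 37 C.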
L3MBTL1 inh = qHTS Assay for the Inhibitors of L3MBTL1 | Lethal(3)malignant brain tumor-like protein 1 (Homo sapiens), Q9Y468 | AID 485360, 2010 | AlphaScreen L3MBTL1–H3K9me1 peptide binding | 230,000 tested, 0.66% active | Potency, µM (highest dose often 57.1 µM), for the others: top-dose activity, negative = inhibition, actives largely listed as inhibitors; also: nearly all actives have a fitted effect of over 60% in size
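Read-out is AlphaScreen signal from streptavidin donor and nickel chelate acceptor beads (10 ug/mL final each) bridging L3MBTL1 (50 nM) and biotinylated K9-monomethylated H3(1-15) peptide (75 nM), after 30 min compound exposure at room temperature.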
TRb-SRC2 inh = qHTS for Inhibitors of the Interaction of Thyroid Hormone Receptor and Steroid Receptor Coregulator 2; Thyroid hormone receptor beta (Homo sapiens), P10828; TRbeta-SRC2 peptide binding, fluorescence polarization; receptor liganded with 1 µM T3; Potency, µM (doses to about 106 µM), inactives show at the top dose activity change, negative = inhibition, hits mostly inhibitors; 280,000 tested, 0.065% active; AID 1469, 2008;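 also: plate controls were bound peptide for no effect and peptide without receptor for full effect; nearly all actives have a fitted effect of over 50% in size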
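TRb LBD 0.6 uM + Texas Red SRC2 peptide 20 nM, 1 uM T3, Tris buffer w/ 5% DMSO; compound pinned, 5 h RT; FP read ex 555/em 632; normalized to unbound and bound controls.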
GoLoco inh red = qHTS Assay for Inhibitors of RGS12 GoLoco Motif Activity (Red Fluorophore); Guanine nucleotide-binding protein G(i) subunit alpha-1 (Homo sapiens), P63096; Gai1:RGS12 GoLoco peptide FP, rhodamine, 10 min; Potency, µM (highest dose often 61.6 µM), without a hit: at the highest dose activity, negative = inhibition, most hits filed as inhibitors; 230,000 tested, 0.44% active; active = well fitted inhibition curve with a large enough effect, not every such curve was filed as active; inactive = no such curve, though single readings can be large or run the other way; also: nearly all actives have a fitted effect of over 30% in size; many of its hits are not listed in these tables
TexasRed fluor = Total Fluorescence Counterscreen for Inhibitors of the Interaction of Thyroid Hormone Receptor and Steroid Receptor Coregulator 2; TRb/SRC2 Texas Red total fluorescence interference; Potency, µM (titrated, usually from 106 µM), for inactives: at the highest dose fluorescence change, negative = quenching; 280,000 tested, 0.29% active; AID 1479, 2009; active = well fitted curve in either direction with a large enough effect; inconclusive = small, poorly fitted or top-dose-only effect
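Human TRb ligand-binding domain at 0.6 uM with 20 nM Texas Red SRC2 peptide in Tris buffer containing 1 uM T3 and 5% DMSO, incubated with compound 5 h at ambient temperature. Total fluorescence (555/632 nm) calculated as parallel + 2 × perpendicular.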
KDM4E inh = qHTS Assay for Inhibitors of Human Jumonji Domain Containing 2E (JMJD2E) | Lysine-specific demethylase 4E (Homo sapiens), B2RXH2 | JMJD2E catalytic domain, FDH-coupled NADH fluorescence (FDH is formaldehyde dehydrogenase) | Potency, µM (titrated, usually from 57.1 µM), inactives show at the highest dose activity change, negative = inhibition, hits mostly inhibitors | 230,000 tested, 1.6% active; active = well fitted inhibition curve with a large enough effect, not every such curve was filed as active; inconclusive = small, poorly fitted or top-dose-only effect, or another doubt; inactive = no such curve, though single readings can be large or run the other way;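 also: 0% = wells with enzyme and -100% = buffer wells without enzyme; nearly all actives have a fitted effect of over 50% in size; many of its hits are not listed in these tables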
Target sequence (B2RXH2 1-337 limits assumed): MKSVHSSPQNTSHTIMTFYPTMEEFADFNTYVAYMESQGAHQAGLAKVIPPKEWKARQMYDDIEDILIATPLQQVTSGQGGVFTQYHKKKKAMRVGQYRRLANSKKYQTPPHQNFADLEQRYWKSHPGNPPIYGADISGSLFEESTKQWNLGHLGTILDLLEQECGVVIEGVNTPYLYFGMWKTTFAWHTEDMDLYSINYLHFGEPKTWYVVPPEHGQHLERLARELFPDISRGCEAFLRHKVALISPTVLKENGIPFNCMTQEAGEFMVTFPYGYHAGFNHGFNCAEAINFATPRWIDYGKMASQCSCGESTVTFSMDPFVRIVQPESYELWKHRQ
RECQ1 helicase = qHTS Assay for Inhibitors of RecQ-Like Dna Helicase 1 (RECQ1); ATP-dependent DNA helicase Q1 (Homo sapiens), P46063; RECQ1 DNA unwinding, red fluorescence kinetic read; Potency, µM (titrated, usually from 57.3 µM), without a hit: top-dose activity, negative = inhibition, hits mostly inhibitors; 240,000 tested, 0.54% active; AID 2549, 2010;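 also: plate controls were vehicle for no effect and no enzyme for full effect; nearly all actives have a fitted effect of over 30% in size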
Target sequence (P46063 whole entry, looked up): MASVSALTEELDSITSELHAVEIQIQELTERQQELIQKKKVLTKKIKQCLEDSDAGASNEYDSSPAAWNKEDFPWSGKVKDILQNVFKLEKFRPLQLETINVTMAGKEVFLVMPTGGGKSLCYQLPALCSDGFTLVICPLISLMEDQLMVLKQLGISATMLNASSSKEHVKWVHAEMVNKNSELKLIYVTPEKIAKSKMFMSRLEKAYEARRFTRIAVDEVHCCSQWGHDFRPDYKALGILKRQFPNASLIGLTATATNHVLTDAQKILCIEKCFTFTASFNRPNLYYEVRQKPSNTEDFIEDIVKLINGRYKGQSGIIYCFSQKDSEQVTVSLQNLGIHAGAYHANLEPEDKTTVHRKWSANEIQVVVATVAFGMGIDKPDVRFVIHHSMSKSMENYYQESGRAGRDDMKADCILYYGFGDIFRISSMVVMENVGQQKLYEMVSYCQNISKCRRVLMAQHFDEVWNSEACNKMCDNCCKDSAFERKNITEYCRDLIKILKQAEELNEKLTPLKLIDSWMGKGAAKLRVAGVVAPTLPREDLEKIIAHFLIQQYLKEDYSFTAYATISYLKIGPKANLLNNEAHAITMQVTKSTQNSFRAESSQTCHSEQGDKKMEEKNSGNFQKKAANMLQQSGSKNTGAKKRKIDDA
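RECQ1T1 50 nM; forked duplex (20 bp + 30-nt ss tails) 200 nM, ATP 2 mM final; pH 8.0, 2 mM MgCl2, 2.5 ug/ml poly(dI-dC); 15 min compound preincubation; discontinuous kinetic read over 2 h at RT.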
Tau fibril FP = qHTS for Inhibitors of Tau Fibril Formation, Fluorescence Polarization. AID 1468, 2008. Microtubule-associated protein tau (Homo sapiens), P10636. Potency, µM (highest dose often 57.7 µM), inactives show top-dose activity, negative = inhibition, most hits filed as inhibitors. K18 P301L tau heparin fibrillization, Alexa594 FP, 6 h. 280,000 tested, 0.39% active; also: nearly all actives have a fitted effect of over 55% in size
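Steps: dispense K18 P301L tau (15 uM plus 0.24 uM Alexa 594 tracer, final) in pH 7 sodium acetate; add compound; add heparin (20 uM final); incubate 6 hr, 37 C; add ThT (30 uM final); after 1 hr ambient, read FP.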
* = called active by the depositor; i = inactive; ? = inconclusive; / = not tested or not shown; [ ] = remark or other dose. Unless noted, calls follow the shape of the dose curve; as a rule, active = well fitted curve in the direction sought with a large enough effect; inconclusive = small, poorly fitted or top-dose-only effect, or another doubt; inactive = no such curve, though single readings can be large; an effect the other way counts as inactive or inconclusive. Unless noted, % is scaled to controls: 0 for no effect and ±100 for the full control effect; potency is read from the fitted curve at half-maximal effect. Some of the compounds tested; rates above refer to the full screens.

Start of the listing, in advance:
SMILES	Tau ThT inhib	L3MBTL1 inh	TRb-SRC2 inh	GoLoco inh red	TexasRed fluor	KDM4E inh	RECQ1 helicase	Tau fibril FP
Cc1ccc(NC(=O)C2CCCN(c3ncnc4c3nc3n4CCCCC3)C2)c(Br)c1 (stereo unspecified)	-6%	/	-4%	/	5%	/	/	10%
COc1ccc(-c2ccnc3nc(/N=C/N(C)C)nn23)cc1	-5%	-1%	-4%	-1%	1%	?	-4%	-1%
CC(C)Nc1nc(Oc2cccc(Cl)c2Cl)cc(C(F)(F)F)n1	-7%	21%	1%	2%	0%	?	-9%	-6%

The list itself (from the top)
SMILES	Tau ThT inhib	L3MBTL1 inh	TRb-SRC2 inh	GoLoco inh red	TexasRed fluor	KDM4E inh	RECQ1 helicase	Tau fibril FP
Cc1ccc(NC(=O)C2CCCN(c3ncnc4c3nc3n4CCCCC3)C2)c(Br)c1 (stereo unspecified)	-6%	/	-4%	/	5%	/	/	10%
COc1ccc(-c2ccnc3nc(/N=C/N(C)C)nn23)cc1	-5%	-1%	-4%	-1%	1%	?	-4%	-1%
CC(C)Nc1nc(Oc2cccc(Cl)c2Cl)cc(C(F)(F)F)n1	-7%	21%	1%	2%	0%	?	-9%	-6%
Cc1ccc(-n2nc3c(c2NC(=O)c2ccc(S(=O)(=O)N4CCOCC4)cc2)CSC3)c(C)c1	-7%	-7%	5%	-6%	4%	-6%	-6%	-6%
COc1ccc(CCNC(=O)CCCCn2c(=O)c3ccccc3n(Cc3cc(C)ccc3C)c2=O)cc1OC	-9%	/	6%	/	1%	/	/	-4%
NC(=O)c1ccc(Br)c(S(=O)(=O)N2CCCCC2)c1	-9%	/	-2%	9%	-7%	-2%	2%	0%
N#Cc1c(-c2ccccc2)cc(C2CC2)nc1N	?	0%	6%	23%	2%	?	-10%	-5%
Nc1nc(SCC(=O)N2CCCC2)[nH]c(=O)c1-c1ccccc1	-1%	/	-6%	5%	1%	5%	i	-1%
CCOC(=O)C(CCCCCCP(=O)(c1ccccc1)c1ccccc1)NC(C)=O (stereo unspecified)	2%	7%	-2%	3%	-6%	-3%	-9%	6%
Cc1ccc(OCC(=O)NCc2ccccc2)c([N+](=O)[O-])n1	-5%	4%	-5%	/	-4%	-2%	-11%	0%
COc1cccc(-n2nnc3c(=O)n(Cc4ccc(Cl)cc4)cnc32)c1	-1%	4%	-1%	7%	0%	-16%	-18%	-6%
Nc1ccc2oc(-c3cccs3)nc2c1	?	-1%	-15%	/	-2%	?	-6%	5%
CC(NC(=O)CN1C(=O)COc2ccccc21)c1ccccc1 (stereo unspecified)	5%	3%	-1%	8%	-6%	4%	-7%	8%
Cc1cc(C(F)(F)F)n2nc(-c3cnn(C)c3C(F)(F)F)cc2n1	0%	-3%	-2%	5%	-6%	-16%	i	-5%
CCOCCCNC(=O)c1ccc(-n2c(-c3ccccc3)cc3c2CCCC3)cc1	?	/	-7%	/	-2%	/	/	-6%
COc1cccc(C(=O)CSc2nnc(COc3cccc4cccnc34)o2)c1	?	2%	-17%	1%	2%	-29%	-4%	8%
CCOC(=O)N1CCN(c2c(N3CCc4ccccc4C3)c(=O)c2=O)CC1	-5%	-8%	0%	6%	-1%	4%	-7%	2%
O=C(N/N=C/c1cc(Cl)ccc1O)c1ccccc1Br	-4%	/	-2%	3%	-3%	11µM*	-3%	-3%
CC1(C)CC(=O)C=C(N2CCCC2)C1	4%	-6%	-3%	-22%	-5%	5%	6%	?
COC(=O)c1cc(C(=O)NCCC(C)C)cc([N+](=O)[O-])c1	-10%	-1%	-6%	12%	-1%	-7%	-12%	-6%
CCn1ncc(/C=C/C(=O)c2ccccc2)c1C	-7%	-18%	4%	-2%	0%	6%	1%	1%
CCOC(=O)C1Oc2ccccc2C(c2ccc(OC)cc2)=C1C(=O)OC (stereo unspecified)	-12%[81.4 µM]	10%	4%	-40%[88.7 µM]	-12%	/	i	13%[81.3 µM]
CC1(C)CC(CCNC(=O)c2ccco2)CC(C)(C)N1	-2%	9%	5%	-6%	1%	3%	-6%	6%
COc1ccc(C(=O)NCCN2CCCC2)cc1OC	-7%	/	-18%	-2%	2%	2%	i	8%
CCCOc1ccc(C(C)(O)CN2CCOCC2)cc1 (stereo unspecified)	-7%	/	0%	-15%	-4%	8%	5%	-1%

Next section
SMILES	Tau ThT inhib	L3MBTL1 inh	TRb-SRC2 inh	GoLoco inh red	TexasRed fluor	KDM4E inh	RECQ1 helicase	Tau fibril FP
CCOC(=O)c1c(C)[nH]c(CCC(=O)NCc2ccccc2C)c1C	0%	/	-1%	/	-1%	/	/	11%
CC1CCC2C(=O)OC(CO)CN2C1c1ccc(Br)cc1 (stereo unspecified)	-6%[11.5 µM]	/	1%[11.2 µM]	/	?	/	i[11.5 µM]	-2%[11.6 µM]
Cc1cc(C)c(NC(=O)COc2nncc3ccccc23)c(C)c1	7%	3%	-6%	1%	1%	-5%	-3%	2%
Cc1c(C#N)c(O)n(C)c(=O)c1N=Nc1ccc(S(N)(=O)=O)cc1	4µM*	/	1%	-11%	-3%	-3%	1%	1%
COc1c(C)cc(Br)cc1C(=O)O	-5%	4%	-19%	0%	0%	1%	3%	1%
CCOC(=O)c1cc(-c2ccc(OC)c(S(=O)(=O)NCc3ccccc3Cl)c2)on1	-12%	/	-5%	/	-2%	/	/	-9%
CCOC(=O)C1CCN(C(=O)CN(Cc2ccccc2)S(C)(=O)=O)CC1	-8%	13%	-1%	4%	1%	2%	-16%	5%
CCOC(=O)Cn1cnc2c(C#N)c3n(c2c1=O)CCCCC3	-5%	4%	-5%	8%	-1%	2%	i	-5%
O=C(CCSCCc1ccccn1)Nc1c(F)c(F)c(F)c(F)c1F	-4%	3%	0%	5%	1%	6%	-6%	0%
c1ccc(Cn2c(SCc3cn4cccnc4n3)nnc2-c2ccco2)cc1	2%	6%	-11%	5%	-2%	?	11%	-3%
COc1ccccc1/C=N/Nc1nncc2ccccc12	7%	-11%	4%	-4%	2%	9%	-5%	4%
Cc1cc(C(=O)N/N=C/c2cc(Br)ccc2OC(=O)c2ccc(Br)cc2)n[nH]1	?	3%	5%	28%	1%	-10%	i	-6%
NC(=O)N/N=C/c1c(O)ccc2oc3c(c12)CCCC3	/	/	-3%	3%	0%	28µM*	-9%	0%
CCOC(=O)C1CCN(S(=O)(=O)C(F)(F)c2nc3ccccc3s2)CC1	?	8%	-4%	1%	2%	2%	-8%	-1%
Cc1ccccc1CNC(=O)c1ccc2nc(C(C)C)oc2c1	-4%	/	10%	/	-3%	/	/	-6%
Cc1ccc(S(C)(=O)=NC(=O)NC(=O)c2c(F)cccc2Cl)cc1 (stereo unspecified)	4%	-7%	3%	-2%	-4%	4%	-13%	-6%
Cc1ccc(S(=O)(=O)Oc2ccc(/C=N/NC(=O)c3nn(C)cc3Cl)cc2)cc1	?	?	-3%	1%	-1%	-3%	i	2%
Cc1ccc(Nc2nc(/N=C/NO)n[nH]2)cc1C	-10%	2%	-4%	5%	-1%	-5%	-9%	6%
Cc1ccc(C(=O)n2nc(C#N)c(C#N)c2N)cc1	/	/	3%	7%	-1%	-18%	-1%	-5%
COC(=O)c1cc(C)nc2c1c(=O)nc(SCc1ccccc1Cl)n2C1CC1	-16%	/	-5%	/	-1%	/	/	-5%
NS(=O)(=O)c1ccc(CCNC(=O)CSc2nc3ccsc3c(=O)n2CC(=O)O)cc1	-3%	7%	-6%	-4%	2%	11%	-6%	-1%
COC(=O)C(CC(=O)c1cccc(OC)c1)c1ccc(F)cc1 (stereo unspecified)	-4%	/	0%	7%	-5%	-9%	-9%	-3%
O=C(NCCCN=C1NS(=O)(=O)c2ccccc21)c1ccco1	4%	19%[11.4 µM]	13%	6%	1%	8%	2%	0%
CCOC(=O)C1(CCOc2ccccc2)CCN(Cc2ccc(CO)o2)CC1	-12%	-6%	7%	14%	-1%	4%	-2%	-9%
O=C(CSc1ccccn1)N1CCN(c2ncc(C(F)(F)F)cc2Cl)CC1	-14%	5%	2%	3%	2%	7%	i	3%

(more compounds)
SMILES	Tau ThT inhib	L3MBTL1 inh	TRb-SRC2 inh	GoLoco inh red	TexasRed fluor	KDM4E inh	RECQ1 helicase	Tau fibril FP
CCOC(=O)c1ccc(NC(=O)CN2C(=O)NC3(CCC(C)CC3)C2=O)cc1 (stereo unspecified)	9%	-1%	-3%	-9%	-6%	7%	i	-5%
CC(C)OCCCn1c(=S)[nH]c2ccc(N3CCOCC3)cc2c1=O	-17%	-13%[11.4 µM]	4%	-32%	-3%	i	-1%	7%
Cc1ccc(CNC(=O)C2CCCN(S(C)(=O)=O)C2)cc1 (stereo unspecified)	4%	/	-1%	2%	1%	2%	i	5%
CC1(C(=O)NC2CCCCCCC2)CCC(=O)N1Cc1cccnc1 (stereo unspecified)	-12%	-1%	-1%	5%	-1%	6%	-7%	-10%
CC(C(=O)Nc1cccnc1)N1C(=O)C2C3C=CC(C3)C2C1=O (stereo unspecified)	2%	0%	0%	-7%	2%	-1%	5%	4%
Cc1noc(C(=O)N2CCN(c3ccc(F)cc3)CC2)c1Cl	-4%	42%[activator]	-2%	3%	-6%	3%	5%	-3%
CCOc1ccccc1NC(=O)C(OC(=O)c1cc(C)oc1C)c1ccccc1 (stereo unspecified)	-10%	8%	5%	13%	5%	-13%	6%	0%
COc1ccc(CCNC(=O)C2CCN(S(=O)(=O)N3CCCCCC3)CC2)cc1OC	-21%	-1%	-7%	12%	2%	4%	-10%	-3%
CCOC(=O)C(C)Oc1ccc(NC(=O)C(Cl)(Cl)Cl)cc1 (stereo unspecified)	-13%	6%	7%	-6%	0%	-3%	0%	5%
